From PubChem
RAD52 anneal inh: RAD52 (human) annealing inhibition | recombinant RAD52 DNA annealing, FRET fluorescence | inhibition, % at 18.7 µM | 360,000 tested, 0.46% active | AID 651710;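 active means every replicate showing at least 50% inhibition; inconclusive means mean inhibition at least 50% but not in every replicate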
ARNT-TACC3 inh: ARNT/TACC3 interaction disruption; Q9Y6A5; AlphaScreen His-ARNT PAS-B/GST-TACC3 binding, luminescence; TACC3 fragment carries E629A point mutation; inhibition, % at 9.99 µM; 390,000 tested, 0.66% active;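 active means mean inhibition of replicates at least 50% and at least half of replicates each reaching 50%; inconclusive means half or more replicates reach 50% but mean below 50%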;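 further: 0% = complete ARNT plus TACC3 wells and 100% = ARNT alone without TACC3; many hits fall short of the cut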
ERp5 block: blocks human ERp5 reductase activity on insulin | Q15084 | ERp5 insulin aggregation, absorbance 650 nm, 90 min | inhibition, % at 9.99 µM | 350,000 tested, 0.05% active | AID 651711;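 active means mean replicate inhibition above about 25%, with every replicate also reaching it, limit read from the data, passing the limit was not always enough; inconclusive means only one of those two criteria met; inactive means neither criterion met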
Casp6 inh: blocks human caspase-6 cleavage activity; P55212; purified caspase-6, Z-VEID-R110 cleavage fluorescence; inhibition, % at 12.5 µM; 350,000 tested, 0.53% active; AID 686996;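 active means mean inhibition across replicates at least about 35%, with every replicate also reaching that limit, limit read from the data; inconclusive means only one of the two criteria met; inactive means neither criterion met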;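 further: 0% = median of neutral control wells and 100% = no fluorescence left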
Target sequence (P55212 24-179 limits assumed): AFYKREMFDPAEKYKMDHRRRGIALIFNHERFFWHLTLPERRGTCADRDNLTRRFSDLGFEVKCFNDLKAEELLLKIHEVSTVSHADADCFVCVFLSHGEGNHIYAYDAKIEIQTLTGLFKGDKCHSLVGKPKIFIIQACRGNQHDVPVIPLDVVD
Target sequence (P55212 194-293 limits assumed): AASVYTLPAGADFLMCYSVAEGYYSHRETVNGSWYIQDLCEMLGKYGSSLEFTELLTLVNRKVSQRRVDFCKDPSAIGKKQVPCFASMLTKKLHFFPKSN
RAD54 branch: blocks human RAD54 Holliday junction branch migration. inhibition, % at 10.4 µM. FAM/BHQ fluorescence. 360,000 tested, 0.14% active. Q92698;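 active means mean normalized replicate activity at least 40 and at least half of replicates scoring 40 or more; inconclusive means only one of the two criteria met; inactive means mean below 40 and under half of replicates reaching 40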;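 further: 0% = median of neutral control wells and 100% = median of positive control wells; inhibitors cause a drop in the FAM fluorescence signal; in these data hits start at about 50%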
esBAF inh: SWI/SNF esBAF complex inhibition; 350,000 tested, 2% active; mouse ES cells, Bmi1-luciferase knock-in reporter, 24 h; 100% = twice the neutral-well signal; reporter increase, % at 12.5 µM; in the data active means activation above about 40%; inconclusive means no clear call, values can overlap the other calls;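 further: 0% = median of the plate's neutral control wells and 100% = double that signal; a rise in the Bmi1 reporter signal indicates esBAF inhibition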
E-sel inducer: induces E-selectin expression in human endothelial cells; P16581; HUVEC E-selectin immunofluorescence imaging; normalized: neutral wells 0, TNF-alpha wells 100; activation, % at 7.58 µM; 260,000 tested, 0.37% active; AID 686992;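 active means mean E-selectin-positive cell signal at least 10% of the positive control, reached in at least 60% of replicates, without over 20% cell loss; inconclusive means no rule given, readout overlaps actives, possibly toxicity-flagged; inactive means the rest, including those meeting only one limit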;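 further: in these data hits start at about 27%; measured in HUVEC primary endothelial cells; signal is the percent of cells scored E-selectin positive by PE staining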
Target sequence (P16581 whole entry, looked up): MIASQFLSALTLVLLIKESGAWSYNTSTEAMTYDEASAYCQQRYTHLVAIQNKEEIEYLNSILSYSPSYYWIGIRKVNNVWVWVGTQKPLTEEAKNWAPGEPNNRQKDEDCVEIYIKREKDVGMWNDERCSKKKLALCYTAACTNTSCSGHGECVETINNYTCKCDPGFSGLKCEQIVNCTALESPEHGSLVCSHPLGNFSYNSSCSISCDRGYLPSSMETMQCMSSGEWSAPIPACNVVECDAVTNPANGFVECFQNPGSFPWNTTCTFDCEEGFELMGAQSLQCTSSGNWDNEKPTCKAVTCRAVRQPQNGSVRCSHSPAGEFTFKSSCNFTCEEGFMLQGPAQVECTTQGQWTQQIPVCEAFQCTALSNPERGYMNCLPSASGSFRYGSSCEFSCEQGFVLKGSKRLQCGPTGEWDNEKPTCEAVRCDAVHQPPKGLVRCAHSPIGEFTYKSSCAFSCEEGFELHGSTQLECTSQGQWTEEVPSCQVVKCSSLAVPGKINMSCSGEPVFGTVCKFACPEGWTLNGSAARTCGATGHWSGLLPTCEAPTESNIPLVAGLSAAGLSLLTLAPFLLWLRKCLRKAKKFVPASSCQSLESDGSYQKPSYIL
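System: HUVEC, human umbilical vein endothelial cells; quantity: 3,000 cells/well; buffer or medium: EGM-2 medium, gelatin-coated wells; dosing: single-point compound dose; detection: immunofluorescence imaging; evaluation: % PE-positive cells; benchmarks: TNF-alpha, DMSO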
PglD inh: PglD (C. jejuni) enzyme inhibition | purified PglD enzyme, DTNB colorimetric CoA detection | inhibition, % at 12.5 µM | 360,000 tested, 0.098% active; in the data active means inhibition above about 16%, passing the limit was not always enough; inconclusive means no clear call, values can overlap the other calls; further: strong numbers were not always called active
* marks the source's active call; other numbers are inactive results; ? = inconclusive; nt = no result given; & = joins results of further samples. Compounds were not picked by outcome, and some 3.2% of all compounds hit somewhere here.

SMILES	RAD52 anneal inh	ARNT-TACC3 inh	ERp5 block	Casp6 inh	RAD54 branch	esBAF inh	E-sel inducer	PglD inh
COc1ccc(/C=C2\SC(=S)N(N3C(=O)CCC3=O)C2=O)cc1O	-64.9	nt	0.1	9.1	-7.0	1.9	nt	-6.9
COC(=O)c1cc2oc3ccccc3c2n1Cc1ccccn1	-1.2	-3.9	0.3	1.3	-11.3	10.5	nt	-2.0
COc1ccc(N(C(=O)c2snc(C(N)=O)c2N)C(C(=O)NC2CCCC2)c2cccs2)cc1OC (centres undefined)	-0.8	-1.4	0.9	-0.6	nt	3.8	-0.1	nt
Cc1cc(NS(=O)(=O)c2cccs2)no1	nt	-5.7	nt	nt	-1.1	-3.4	nt	-2.7
C[C@@H]1CN([C@H](C)CO)C(=O)Cc2cc(N(C)C)ccc2O[C@@H]1CN(C)CC1CC1	-7.9	2.4	3.3	0.7	-2.5	-2.7	0.0	-35.9
CN(Cc1cccs1)C(=O)c1ccc(S(=O)(=O)N2CCCCC2)cc1	-3.3	-0.4	1.5	-2.6	-4.6	nt	nt	3.6
CN(Cc1ccc(C#CCCO)cc1)CC1CCCN(CCc2ccc(Cl)cc2)C1 (centres undefined)	-32.3	13.7	4.2	-13.0	9.9	-7.8	nt	-1.5
CC(C)N1C(=O)CCC1C(=O)NCc1ccco1 (centres undefined)	-32.4	-3.8	0.1	-0.3	nt	nt	-1.5	nt
CC(=O)c1ccc(S(=O)(=O)N2CCN(C(=O)c3ccccc3Cc3ccccc3)CC2)cc1	2.1	31.6	4.2	0.2	7.3	nt	nt	1.3
CCOc1ccccc1-n1c(SCC(=O)N2CCOCC2)nnc1-c1ccccn1	nt	21.4	nt	nt	2.0	-7.6	nt	-1.3
COc1cc([N+](=O)[O-])ccc1N1C(=O)CC(Sc2nccc(C)n2)C1=O (centres undefined)	-2.9	18.5	-0.2	2.9	-1.9	6.5	0.2	3.2
C[C@@H]1CCCCO[C@H](CN(C)S(=O)(=O)c2cn(C)cn2)[C@@H](C)CN([C@H](C)CO)C(=O)c2cc(NC(=O)CCCN(C)C)ccc2O1	-36.6&-0.3	-8.8	-2.2&0.7	-0.5&-2.5	2.6	3.8	-3.6&-0.2	0.1
COc1ccccc1C(=O)Nc1nnc(-c2ccc(F)cc2)s1	-8.2	-2.1	-0.7	-0.4	-2.0	51.7*	0.4	7.6
CCOc1cccc(C2c3c(oc4ccccc4c3=O)C(=O)N2c2ccccn2)c1 (centres undefined)	-3.5	nt	5.5	-2.3	nt	nt	0.0	nt
O=C1NC2NC(=O)N(C(Cc3ccccc3)C(=O)O)C2N1 (centres undefined)	nt	2.7	nt	nt	0.1	-4.5	nt	3.3
Cc1ccc(OCC(=O)Nc2cc(C(C)(C)C)on2)cc1C	-1.5	0.2	5.7	2.1	-5.9	nt	0.7	-3.7
CCOC(=O)C(CC)Sc1nc2c(cnn2-c2ccccc2)c(=O)[nH]1 (centres undefined)	0.6	2.2	6.2	0.9	-5.0	-5.1	-0.2	-4.8
O=C(C[C@@H]1CC[C@H](NC(=O)c2ccc(F)cc2)[C@H](CO)O1)NCCc1ccncc1	-7.1	-1.9	-2.9	-0.6	-1.6	5.3	0.4	1.2
CCOc1cc(S(=O)(=O)NC2CCCCCC2)ccc1F	nt	-3.0	nt	nt	-5.0	-15.4	nt	-1.2
Cc1cccc(NC(=O)c2ccc3c(Cl)c4c(nc3c2)CCCC4)n1	-22.4	nt	-3.4	-0.2	nt	nt	0.2	nt
CCCC#Cc1ccc([C@H]2[C@H](CO)N3CCCCN(C(=O)NC4CCCC4)C[C@@H]23)cc1	12.4	-1.8	7.3	-0.3	12.1	-4.7	2.8	0.0
CC(=O)Nc1ccc(C=NNC(=O)c2ccc(NS(=O)(=O)c3cccs3)cc2)cc1	-12.3	nt	1.7	-0.4	-4.7	-1.4	0.5	-0.7
O=C(COc1ccccc1[N+](=O)[O-])Nc1cccc(S(=O)(=O)NC2=NCCCCC2)c1	-3.5	-0.8	4.3	0.1	nt	nt	-0.2	nt
CN(C)S(=O)(=O)c1cc(C(=O)OCCn2cnc3c2c(=O)n(C)c(=O)n3C)ccc1Cl	-6.1	-2.7	-0.7	3.3	nt	nt	nt	nt
COc1ccc(NC(=O)N[C@H]2C=C[C@H](CC(=O)NC3CCC3)O[C@H]2CO)cc1	10.1	-3.1	17.2	-0.2	-8.7	-11.8	0.7	3.8
S=C(NNC(=S)NC1CC2CCC1C2)NC1CC2C=CC1C2 (centres undefined)	-10.4	2.3	3.2	5.3	-8.0	nt	0.1	-0.2
NC(=O)c1ncn([C@@H]2O[C@H](CNCc3cccc4c3sc3ccccc34)[C@@H](O)[C@H]2O)n1	-5.3	-0.2	3.8	3.1	14.3	0.2	-0.6	-2.2
O=C1CCCCN1CCCC(=O)N1CCCC(Nc2ccc(F)c(F)c2)C1 (centres undefined)	0.0	4.1	-2.4	1.9	-6.1	-2.9	-0.1	-0.4
O=C(O)c1ccc(C=C(c2nc3ccccc3s2)c2nc3ccccc3s2)cc1	-10.9	9.0	-5.2	2.6	nt	nt	nt	nt
CCOC(=O)c1cc(S(=O)(=O)Nc2ccc(OC)cc2OC)cn1C	-9.8	4.0	2.7	-1.7	4.6	0.7	nt	1.0

Given with two lines to a compound: 5 of the compounds above.
Each structure is followed by: RAD52 anneal inh, ARNT-TACC3 inh, ERp5 block, Casp6 inh, RAD54 branch, esBAF inh, E-sel inducer, PglD inh
> COc1ccc(NC(=O)N[C@H]2C=C[C@H](CC(=O)NC3CCC3)O[C@H]2CO)cc1
  10.1, -3.1, 17.2, -0.2, -8.7, -11.8, 0.7, 3.8
> S=C(NNC(=S)NC1CC2CCC1C2)NC1CC2C=CC1C2 (centres undefined)
  -10.4, 2.3, 3.2, 5.3, -8.0, nt, 0.1, -0.2
> NC(=O)c1ncn([C@@H]2O[C@H](CNCc3cccc4c3sc3ccccc34)[C@@H](O)[C@H]2O)n1
  -5.3, -0.2, 3.8, 3.1, 14.3, 0.2, -0.6, -2.2
> O=C1CCCCN1CCCC(=O)N1CCCC(Nc2ccc(F)c(F)c2)C1 (centres undefined)
  0.0, 4.1, -2.4, 1.9, -6.1, -2.9, -0.1, -0.4
> O=C(O)c1ccc(C=C(c2nc3ccccc3s2)c2nc3ccccc3s2)cc1
  -10.9, 9.0, -5.2, 2.6, nt, nt, nt, nt

Later entries:
SMILES	RAD52 anneal inh	ARNT-TACC3 inh	ERp5 block	Casp6 inh	RAD54 branch	esBAF inh	E-sel inducer	PglD inh
C[C@H]1COc2cc(N3CCN(Cc4ccccc4F)CC3)ccc2S(=O)(=O)N1	-17.5	nt	6.9	-0.3	nt	nt	?	nt
CCC1(c2ccc(F)cc2)NC(=O)N(CC(=O)N2CCc3ccccc32)C1=O (centres undefined)	-14.1	-6.8	3.5	1.7	0.0	-0.2	nt	1.1
CCN(C(=O)COC(=O)c1ccccc1O)c1cccc2ccccc12	-59.6	-7.8	-12.8	0.2	2.6	1.0	-0.3	-1.6
Cc1noc(C)c1NC(=O)Nc1ccc2c(c1)C(=O)N([C@@H](C)CO)C[C@H](C)[C@H](CN(C)C(=O)Nc1c(C)noc1C)O2	-5.8	0.4	5.5	nt	6.7	-3.4	0.2	-4.7
CC(C)NS(=O)(=O)c1cc(F)ccc1CN1C(=O)c2cccnc2C1=O	-11.7	26.0	2.4	4.1	-0.7	-2.1	0.4	-2.3
O=C(O)c1ccc(NS(=O)(=O)c2ccc(N3CCCC3)c([N+](=O)[O-])c2)cc1	-17.1	-6.0	2.2	3.4	2.4	-5.1	-0.2	1.8
CC1CCCCN1C(=S)NCc1ccccc1 (centres undefined)	-6.2	-17.3	0.9	-5.0	nt	nt	nt	nt
O=C(C[C@H]1CC[C@@H]2NC[C@@H](O)COC[C@H]2O1)Nc1nccs1	-7.0	4.4	-2.3	0.2	2.0	-2.7	nt	-2.5
CC1C=CCC2C(=O)N(c3cccc(C(=O)Nc4ccc(Br)cc4)c3)C(=O)C12 (centres undefined)	-11.0	2.9	-1.6	2.3	-5.3	13.6	2.5	2.9
Clc1ccc(OCCn2cnc3ccccc32)cc1	nt	-1.9	nt	nt	-5.3	14.4	nt	1.5
C[C@H](CO)N1C[C@H](C)[C@@H](CN(C)S(=O)(=O)c2cccs2)Oc2c(NC(=O)c3cnccn3)cccc2C1=O	1.3	3.5	-1.5	-1.0	2.6	-3.5	0.1	0.9
CN(C)c1cc(-c2ccc(C#N)cc2)oc(=O)c1Cl	-2.1	nt	2.6	-0.2	-10.1	nt	-0.5	-4.4
Cn1c(/N=C/c2cccs2)nc2ccccc21	-14.2	-2.1	-0.5	-2.5	9.8	0.9	nt	-4.6
COc1ccc(CN2CCN(Cc3c[nH]c4ccccc34)CC2CCO)c(F)c1 (centres undefined)	-19.0	30.4	6.8	-0.3	0.1	-1.6	0.0	-1.0
CCCCCCCCN1C(=O)[C@@H](CC(=O)NCc2cccc(C(F)(F)F)c2)C[C@@]2(C(=O)OC)C1=C[C@H](C1CCCC1)O[C@@H]2C	-13.4	nt	2.1	3.0	nt	nt	0.0	nt
C/C=C/c1ccc([C@@H]2[C@@H](CO)N3CCCCN(C(=O)Nc4ccc(F)cc4)C[C@@H]23)cc1	13.7	-7.5	-3.5	2.4	-3.2	2.7	0.1	1.7
COc1cccc(CN=C2Nc3ccccc3CS2)c1	-5.6	-7.1	-0.5	-5.9	nt	30.9	nt	nt
COc1cccc(N(CC(=O)N2CCc3ccccc3C2)S(C)(=O)=O)c1	nt	1.1	nt	nt	-1.2	0.1	nt	5.8
CN(C)S(=O)(=O)c1ccc(N=Cc2c(C(F)(F)F)[nH][nH]c2=O)cc1	-11.4	3.4	-3.2	8.9	-3.9	-4.8	nt	-4.3
CCCN1C[C@H](C)[C@H](OC)CN(C)C(=O)c2ccc(NC(=O)C3CC3)cc2OC[C@H]1C	14.0	-7.0	2.9	-0.9	-3.9	0.6	-0.1	-2.0
O=C(NCc1ccco1)c1cccc2c1C(=O)c1ccc(N3CCC(Cc4ccccc4)CC3)cc1S2(=O)=O	nt	-2.3	nt	nt	-25.4	-0.6	nt	-2.0
C[C@H]1CN([C@@H](C)CO)C(=O)c2cc(NC(=O)CCC(F)(F)F)ccc2O[C@H]1CN(C)Cc1ccc(Cl)c(Cl)c1	13.7	-2.5	-1.2	0.1	-3.5	-4.2	0.1	2.7
C[C@H](CO)N1C[C@H](C)[C@H](CN(C)S(C)(=O)=O)Oc2ccc(NC(=O)C3CC3)cc2CC1=O	8.3	-13.0	-0.7	-2.8	-14.3	2.6	0.0	3.2
CCC(C)Sc1ccc([C@@H]2[C@H]3C(=O)N(CC)C(=O)[C@H]3[C@]3(C(=O)OC)CCCN23)cc1OC (some centres undefined)	-206.0	5.4	1.5	-5.0	-6.5	-3.4	0.3	2.0
CCCNC(=O)[C@@H]1[C@@H](CO)[C@@H]2Cn3c(ccc(/C=C/c4ccccc4)c3=O)[C@@H]2N1CCC	-28.8	-26.6	1.8	-0.1	-4.1	0.0	-0.4	2.8
COC(=O)c1ccc(/C=N/NC(=S)NCCN2CCOCC2)cc1	-10.3	-1.9	5.3	-0.1	nt	nt	1.7	nt
C[C@H](NC(=O)[C@@H]1Cc2ccccc2CN1)C(=O)NC1CCCC1	-2.2	-2.1	2.2	1.3	-0.6	-3.5	-0.7	-3.1
CC(=O)Nc1nnc(SCC(=O)NCCOc2ccccc2)s1	nt	7.2	nt	nt	-10.6	-5.8	nt	-0.5
Cc1ccc(NC(=O)c2cc(S(=O)(=O)N3CCCCC3)ccc2N2CCOCC2)c(C)c1	-3.1	nt	1.9	0.5	-0.5	4.3	0.3	2.9
